SMARCA2 activ: SMARCA2 (BRM) function activators, primary screen, cell-based, luminescence, high throughput; MG213 cells, MMTV-luciferase reporter, dexamethasone, overnight; activation, % at 9.1 µM; 370,000 compounds, 1% hits; in the data active = activation above about 7.8%;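 note: 0% = vehicle wells and 100% = reference activator wells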
ssDAF12 agonist: S. stercoralis DAF-12 nuclear receptor activators, primary screen, cell-based, luminescence, HEK293, GRIP1 co-expression, lit1-tk-luc. Nuclear hormone receptor DAF-12 (Strongyloides stercoralis). HEK293 ssDAF-12/GRIP1 lit1-tk-luc reporter; % of 3 µM dafachronic acid response. 370,000 compounds, 1% hits. activation, % at 6.8 µM. AID 652126, 2013;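 active = activation above the mean over all tested compounds plus 3 SD, cut at about 0.9% in these data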;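 note: 0% = DMSO-only wells and 100% = 3 µM delta7-dafachronic acid wells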
hgDAF-12 ag: H. glycines DAF-12 receptor agonists, primary screen, cell-based, luminescence, HEK293, GAL4 fusion, UAS-luciferase | Nuclear hormone receptor DAF-12 (Heterodera glycines), GAL4 fusion | HEK293 GAL4-hgDAF12 UAS-luciferase reporter, agonist luminescence; normalized to butyrate control | activation, % at 6.8 µM | 370,000 compounds, 1.8% hits;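 active = activation above a cutoff set at the mean of all screened compounds plus 3 SD, cut at about 10% in these data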;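 note: 0% = DMSO wells and 100% = sodium butyrate wells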
NR1D1 modulator: modulators of Rev-erb alpha DNA binding, primary screen, biochemical, FITC-DNA, fluorescence polarization, uHTS; AID 1259318, 2017; 370,000 compounds, 0.79% hits; Nuclear receptor subfamily 1 group D member 1 (Homo sapiens), P20393; activity, % at 10 µM; Rev-erbα–FITC-DNA binding, 90 min;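 active = activity above about 14%, limit read from the data; passing the limit was not always enough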;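 note: 0% = DMSO wells with 35 nM protein and 100% = DMSO wells with 750 nM protein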
hcDAF12 agonist: H. contortus DAF-12 nuclear receptor activators, primary screen, cell-based, luminescence, HEK293, lit1-tk-luc reporter. HEK293 hcDAF-12 lit1-tk-luc reporter; 0% DMSO, 100% Δ7-dafachronic acid. activation, % at 6.8 µM. 370,000 compounds, 1.4% hits;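 active = activation above the mean of all tested compounds plus 3 SD, cut at about 5.5% in these data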;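 note: 100% = response to 3 µM Δ7-dafachronic acid high control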
DAX1 inh-1: DAX1 (NR0B1) inhibitors, primary screen, cell-based, HEK293, Gal4-DAX1, luciferase luminescence. Nuclear receptor subfamily 0 group B member 1 (Homo sapiens), P51843. HEK293 Gal4-DAX1 luciferase reporter. inhibition, % at 6.75 µM. 340,000 compounds, 0.99% hits. AID 504766, 2011;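 active = inhibition above the mean over all tested compounds plus 3 SD, cut at about 4.2% in these data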;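 note: 0% = DAX1-transfected cells with DMSO and 100% = empty-vector control cells with DMSO; inhibition shows as a rise in luminescence from relieved DAX1 repression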
Target sequence (P51843 207-470 limits assumed): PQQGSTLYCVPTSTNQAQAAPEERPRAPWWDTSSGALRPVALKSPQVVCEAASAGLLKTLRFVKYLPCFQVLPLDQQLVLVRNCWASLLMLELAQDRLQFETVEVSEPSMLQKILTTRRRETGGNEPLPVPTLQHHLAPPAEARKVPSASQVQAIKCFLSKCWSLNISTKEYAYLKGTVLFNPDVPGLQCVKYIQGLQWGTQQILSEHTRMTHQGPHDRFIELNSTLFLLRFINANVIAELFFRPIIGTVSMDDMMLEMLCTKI
DAX1 inh-2: DAX1 (NR0B1) inhibitors on StAR promoter, primary screen, cell-based, luminescence, SF-1 (NR5A1), full-length DAX-1. HEK293T StAR-luciferase reporter, SF-1/DAX-1 repression relief. 370,000 compounds, 1.1% hits. inhibition, % at 6.8 µM. AID 652010, 2013;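 active = inhibition above the mean over all tested compounds plus 3 SD, cut at about 3.6% in these data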;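 note: 0% = DAX-1 cells with DMSO and 100% = cells lacking DAX-1 with DMSO; higher inhibition means more luminescence from relief of DAX-1 repression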
PG9 binder: binders of HIV-1 gp120 antibody PG9, primary screen, biochemical, TR-FRET; TR-FRET gp120-PG9 antibody binding; inhibition, % at 6.7 µM; 360,000 compounds, 0.43% hits; in the data active = inhibition above about 8.5%
sPLA2-III inh: human group III sPLA2 inhibitors, primary screen, biochemical, QFRET, BODIPY PC-A2 liposome substrate. 370,000 compounds, 0.56% hits. QFRET BODIPY PC-A2 liposome hydrolysis, fluorescence. Group 3 secretory phospholipase A2 (Homo sapiens), Q9NZ20. inhibition, % at 12.2 µM;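 active = inhibition above mean plus 3 SD of compounds lying within the high and low control bounds, cut at about 19% in these data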;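 note: 0% = median of test compound wells and 100% = no enzyme DMSO wells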
Target sequence (Q9NZ20 whole entry, looked up): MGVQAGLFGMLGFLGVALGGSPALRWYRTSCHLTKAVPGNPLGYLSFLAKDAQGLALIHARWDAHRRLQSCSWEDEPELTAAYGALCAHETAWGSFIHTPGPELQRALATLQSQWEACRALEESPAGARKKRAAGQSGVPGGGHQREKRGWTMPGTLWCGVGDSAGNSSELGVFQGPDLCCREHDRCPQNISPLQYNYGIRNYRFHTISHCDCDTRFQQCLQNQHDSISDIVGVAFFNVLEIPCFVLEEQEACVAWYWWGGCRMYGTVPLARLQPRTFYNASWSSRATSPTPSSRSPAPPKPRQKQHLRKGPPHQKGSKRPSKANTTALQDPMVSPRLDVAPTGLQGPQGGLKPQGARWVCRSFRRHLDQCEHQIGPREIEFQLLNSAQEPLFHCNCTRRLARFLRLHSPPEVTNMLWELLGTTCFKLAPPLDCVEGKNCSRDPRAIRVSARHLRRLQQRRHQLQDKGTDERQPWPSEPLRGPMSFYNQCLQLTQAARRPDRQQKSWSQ
PLCb3 inh: human PLC-beta3 inhibitors, primary screen, biochemical, fluorescence. Purified PLC-beta3, fluorogenic substrate. inhibition, % at 12.2 µM. 370,000 compounds, 0.18% hits; in the data active = inhibition above about 11%;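 note: 0% = median of compound wells on plate and 100% = full blocker control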
GAA850 FXN act: FXN promoter activators, primary screen, cell-based, luciferase luminescence, HEK293 lucGAA850; activation, % at 6 µM; 360,000 compounds, 0.56% hits; HEK293 lucGAA850 FXN promoter luciferase reporter, 24 h; percent of 10 µM SAHA response;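 active = activation above the average of all compounds screened plus 3 SD, cutoff fixed separately per campaign, cut at about 7.5% in these data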;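 note: 0% = DMSO wells and 100% = 10 µM SAHA wells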
An asterisk follows results filed as active; x = not tested or not shown. No enrichment for hits. About 7% of those tested had a hit in this group.

SMILES	SMARCA2 activ	ssDAF12 agonist	hgDAF-12 ag	NR1D1 modulator	hcDAF12 agonist	DAX1 inh-1	DAX1 inh-2	PG9 binder	sPLA2-III inh	PLCb3 inh	GAA850 FXN act
CCC(C)(C)NC(=O)C(c1ccc(C)cc1)N(Cc1cccs1)C(=O)c1ccc2c(c1)OCCO2 (stereo not given)	-1	-1.4	-2.2	4	-0.8	-0.3	0.1	0.6	0	4	-1.4
CCCC(=O)Nc1cc(-c2nn(C)c(=O)c3ccccc23)ccc1OC	-1	-2.1	-1.3	-2	-1.5	-0.5	-0.3	0.2	3	-9	2.8
O=S(=O)(c1ccc(Cl)c(C(F)(F)F)c1)N1CCN(CC(O)COc2ccccc2F)CC1 (stereo not given)	-4	-1.1	-1.0	1	-3.2	1.2	0.0	-1.7	-13	-5	-0.4
Cc1n[nH]c(=O)nc1NCc1ccccc1	-2	-1.3	0.0	1	-0.7	-0.3	-0.1	0.9	5	0	-0.4
CCN1CCN(c2nc(Nc3ccc(NC(C)=O)cc3)nc(Nc3ccc(NC(C)=O)cc3)n2)CC1	-1	-0.8	0.8	-1	-1.0	1.6	-0.1	-1.3	-4	-4	-6.0
COc1ccc(/C=N/NC(=O)Cc2cccs2)cc1	-3	-0.3	5.3	-3	1.4	-0.2	0.1	-0.3	8	-7	5.9
O=C(CN1CCN(c2ccccc2)CC1)Nc1ccccc1Sc1ccccc1	-3	-1.6	-2.2	-1	-1.8	-1.3	0.7	0.0	-3	2	1.0
CCOC(=O)C(=CNc1ccc(C(F)(F)F)cc1)C(=O)OCC	-2	-1.9	-2.2	0	-0.1	1.7	-0.1	-0.5	11	-5	0.5
Cc1ccc(C)c(OCc2cc(C(=O)N3CCN(C(=O)c4ccco4)CC3)no2)c1	4	-0.3	8.2	-2	4.2	0.8	6.4*	-2.8	2	-15	4.8
COc1ccc(Cn2nnnc2C(c2ccc(N(C)C)cc2)N2CCC(C(N)=O)CC2)cc1 (stereo not given)	-3	-1.0	0.0	1	-1.4	-0.4	-0.8	-1.0	-3	-11	2.5
COc1ccc(NS(=O)(=O)c2ccc(C)c(C(=O)NC3CCN(Cc4ccccc4)CC3)c2)cc1	-2	-1.6	-2.6	6	-3.8	-1.1	-4.1	-0.6	-9	-5	-1.2
NC(=S)Nc1ccc2cn[nH]c2c1	-2	-0.1	-2.9	0	2.4	-1.4	0.4	-0.9	8	-7	-0.1
O=[N+]([O-])c1ccc(Sc2cc[n+]([O-])c3ccccc23)c([N+](=O)[O-])c1	1	-1.2	2.6	-3	2.3	-2.4	0.7	-1.2	-1	-2	-11
Cn1nccc1C(=O)OCC(=O)Nc1ccc(S(N)(=O)=O)cc1	2	-1.2	-0.9	-2	0.9	0.3	0.1	1.3	-1	-7	-1.2
Cc1cccc(N(C)c2cc(-c3ccc(F)cc3)nc3ccnn23)c1	-2	-1.6	0.6	-1	0.8	x	-1.2	1.6	0	-120	1.4
COc1ccccc1C/C(N)=N/OC(=O)COc1ccc(C)cc1	-2	-1.0	-1.1	2	-1.2	-0.1	0.1	1.2	-7	3	0.9
COc1ccc(S(=O)(=O)Nc2ccc(-n3cnnn3)cc2)cc1Br	-1	-1.2	-2.9	-1	-0.8	-0.1	-1.2	0.6	-11	-9	0.4
CC(C)(C)SCCNC(=O)c1ccccc1	6	0.1	7.1	-3	1.5	2.6	1.9	0.3	-6	3	6.9
CCOC(=O)c1csc(NC(=O)CC2CCCC2)n1	0	-0.7	3.8	-2	1.4	-0.8	1.9	0.0	-4	-7	2.0
O=C(NC1CC1)c1cccc(NC(=O)c2cnn(-c3ccccc3)n2)c1	-3	-1.0	1.5	-2	-2.2	-0.2	-2.1	0.9	7	-8	-1.7
O=C(O)CC(NC(=O)C1CCCCC1)c1ccc(OC2CCCC2)cc1 (stereo not given)	-2	-0.9	0.6	1	-0.4	0.6	0.2	-1.4	-2	0	0.5
CCN1CCN(C(=S)Nc2ccc3nc4n(c(=O)c3c2)CCCCC4)CC1	-1	-1.7	1.4	3	-2.2	-0.4	0.3	-0.6	2	-37	-1.2
CCCCCCCNc1cccc(C)c1	5	-0.3	1.5	1	-0.6	3.2	0.0	-0.7	8	-4	1.9
NC(=O)c1cc(S(=O)(=O)N2CCCCC2)cs1	2	-1.1	-1.1	-3	-0.3	-0.3	-0.7	-0.6	4	-9	-0.4
CC1(C)N([O-])c2cc([N+](=O)[O-])ccc2[N+]1=O	0	-1.0	1.7	0	-0.7	x	-0.3	-0.9	-7	-8	x
CC(C)N(Cc1cnn(C)c1)Cc1nc(-c2ccc(Cl)cc2)no1	-1	-1.2	3.1	-5	-1.9	-0.3	-1.3	-0.5	-3	-2	1.9
COc1ccc(Nc2ccc3c(c2)=NC2(CCCCC2)[N+]=3[O-])cc1	-11	-1.1	-11	x	-3.1	-2.1	-3.1	-46	14	-5	17*
Cc1cc(C)cc(NC(N)=S)c1	-1	-0.5	2.1	-2	-2.2	1.6	-0.4	-0.1	8	-1	2.3
N/C(=N\OC(=O)c1cc(-c2ccccc2)nc2ccccc12)c1ccc(Cl)cc1	-2	-1.1	2.4	8	-0.1	1.1	0.6	0.3	-2	0	3.0
Cc1cccnc1NC(=O)c1ccccc1NC(=O)C(C)(C)C	1	-0.9	-0.1	3	-3.2	-0.3	0.1	0.4	6	6	0.1
COc1ccc(CNC(=O)CN(c2ccc(C(C)=O)cc2)S(=O)(=O)c2ccc(C)cc2)cc1OC	-2	-0.8	-3.5	6	-1.6	-1.5	-0.4	1.8	1	7	-0.4
COc1ccc(OCC(=O)NCCS(=O)(=O)N2CCN(c3ccc(F)cc3)CC2)cc1	1	-1.0	-0.6	-4	-2.1	-0.1	-0.3	0.9	5	-9	-0.9
O=C(c1cccc(N2C(=O)c3ccccc3C2=O)c1)N1CCCCCC1	-2	-0.2	3.2	-2	-0.9	-1.2	0.2	-1.1	10	-5	2.1
CCCC1(C(=O)OCC)NC(c2cc(OC)c(OC)c(OC)c2)C2C(=O)N(CC)C(=O)C21 (stereo not given)	-1	-0.9	0.9	-4	-0.1	0.3	-0.2	1.3	0	2	-0.8
CC(C)(C)C(=O)Nc1ccc(-c2cn3ccsc3n2)cc1	4	0.7	10	4	5.9*	-3.0	3.6	-3.1	2	-1	-0.8
COc1ccc(CCC(C)NCc2ccc(F)cc2)cc1 (stereo not given)	0	-1.4	1.8	-2	-2.5	0.2	0.2	0.6	3	-4	5.8
CCN(CCN(C)C)C(=O)C1CCN(S(=O)(=O)c2c(C)noc2/C=C/c2ccccc2F)CC1	-2	-0.7	-0.3	6	-1.5	0.5	0.2	-2.8	-12	-9	0.5
CCc1ccc2[nH]c(C(=O)Nc3ccc4c(c3)OCO4)cc2c1	1	-0.5	3.3	-8	1.9	-1.4	-0.2	-0.7	-2	-21	2.4
OC[C@@H]1CN(Cc2ccc(F)cc2)C[C@H](n2cnc3c(Nc4ccccc4)ncnc32)O1	-1	-1.6	-6.2	-1	1.0	x	-0.4	-0.8	-18	0	1.4
CCN(CC)S(=O)(=O)c1ccc(N/N=C/c2ccc(O)cc2)nc1	-2	-1.1	-2.0	0	-1.2	-0.1	-1.0	-0.6	-26	-79	-1.5
CC(C(=O)Nc1ccccc1Br)c1ccc([N+](=O)[O-])cc1 (stereo not given)	-1	-1.4	-0.4	2	-2.3	0.7	-0.8	-0.8	-6	2	3.1
O=c1[nH]c(/C=C/c2ccc(Br)cc2)nc2ccccc12	3	-0.5	5.7	6	1.2	2.7	0.8	0.9	-5	-7	3.9
O=C(Nc1ccc2c(c1)OCO2)N1CCN(c2ccccc2)CC1	1	-1.0	3.5	-1	-1.8	0.1	0.1	-0.2	4	-3	-0.5
CCCn1c(SCc2cc(=O)[nH]c3ccccc23)nc2c1c(=O)n(C)c(=O)n2C	-2	0.3	3.3	6	1.5	-0.5	1.8	0.3	4	2	-0.4
O=C(CCNC(=O)c1ccc(Br)cc1)NCCCN1CCCC1=O	-2	-1.1	-1.4	4	-0.9	-0.7	1.4	0.5	16	-6	0.4
O=c1[nH]c(=O)n(Cc2ccco2)c2c1C(C(F)(F)F)(C(F)(F)F)N=C(C1CCCCC1)N2	-2	-0.8	0.9	5	-0.2	0.6	0.1	-0.1	2	2	1.4
COc1ccc(S(=O)(=O)N2CCCCC2)cc1NC(=O)c1ccc2c(c1)OCO2	1	-1.9	-3.1	-1	-0.9	-0.4	0.1	-0.3	-6	0	0.8
CN(CC(=O)Nc1ccccn1)S(=O)(=O)c1ccc(Cl)cc1	2	-0.4	5.5	-3	-1.7	-0.8	-0.1	4.7	2	-1	-1.0
CCCS(=O)(=O)N1CCN(CC2CC=CCC2)CC1 (stereo not given)	4	-1.5	3.3	-3	0.4	0.5	-0.2	-1.2	2	5	-1.6
O=C(Nc1ccon1)c1cccc(S(=O)(=O)N2CCCCCC2)c1	0	-0.3	2.2	-4	3.9	0.5	-1.3	-0.9	-3	1	0.5
COc1ccc(C(CNC(=O)c2cccc(S(=O)(=O)Nc3ccc(Br)cc3)c2)N(C)C)cc1 (stereo not given)	0	-1.6	2.5	0	-1.3	1.2	2.3	-0.2	-37	-12	-1.2
CCOC(=O)c1cnc2cc3c(cn2c1=O)CCCC3	6	-0.6	7.4	4	1.1	1.0	1.4	1.3	6	-170	8.2*
Cc1ccc(S(=O)(=O)N2CCC(C(=O)N3CCC[C@H]3C(=O)NC3CCS(=O)(=O)C3)CC2)cc1 (stereo not given in full)	-2	-1.4	0.2	-1	-1.2	2.9	0.0	1.2	6	-3	-1.4
CCC(c1nnnn1-c1ccc2c(c1)OCCO2)N1CCN(C/C=C/c2ccccc2)CC1 (stereo not given)	-4	-1.1	-0.6	-10	-1.4	x	-0.3	-2.6	-12	1	x

Given with values under each structure: part of the list above.
Value order: SMARCA2 activ	ssDAF12 agonist	hgDAF-12 ag	NR1D1 modulator	hcDAF12 agonist	DAX1 inh-1	DAX1 inh-2	PG9 binder	sPLA2-III inh	PLCb3 inh	GAA850 FXN act
> COc1ccc(S(=O)(=O)N2CCCCC2)cc1NC(=O)c1ccc2c(c1)OCO2
 : 1	-1.9	-3.1	-1	-0.9	-0.4	0.1	-0.3	-6	0	0.8
> CCCS(=O)(=O)N1CCN(CC2CC=CCC2)CC1 (stereo not given)
 : 4	-1.5	3.3	-3	0.4	0.5	-0.2	-1.2	2	5	-1.6
